GPR151 activ: human GPR151 activation; PathHunter beta-arrestin GPR151 cells, luminescence; Q8TDV0; 1% of 650,000 active; activation, % at 11.2 µM; in the data active means activation above about 4.9%;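 further: 0% = median of compound wells and 100% = cells with positive control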
Target sequence (Q8TDV0 whole entry, looked up): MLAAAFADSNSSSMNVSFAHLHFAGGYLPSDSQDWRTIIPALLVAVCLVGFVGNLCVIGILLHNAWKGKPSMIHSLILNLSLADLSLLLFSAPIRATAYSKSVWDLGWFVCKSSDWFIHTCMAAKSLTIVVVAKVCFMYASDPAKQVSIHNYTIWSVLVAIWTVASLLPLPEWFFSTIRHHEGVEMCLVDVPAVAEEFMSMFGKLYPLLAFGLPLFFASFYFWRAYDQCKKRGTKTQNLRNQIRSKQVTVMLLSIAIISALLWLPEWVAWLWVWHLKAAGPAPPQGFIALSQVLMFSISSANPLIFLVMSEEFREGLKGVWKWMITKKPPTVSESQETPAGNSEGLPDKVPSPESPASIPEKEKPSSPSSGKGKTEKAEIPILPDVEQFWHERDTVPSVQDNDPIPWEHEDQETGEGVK
MITF inh: human MITF inhibition, primary screen | AlphaScreen MITF homodimerization, bead proximity signal | inhibition, % at 2.6 µM | 0.91% of 650,000 active | AID 1259374; in the data active means inhibition above about 50%;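 further: 0% = vehicle wells with protein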
TEAD-YAP block: TEAD-YAP interaction inhibition; AID 1259422; 1.4% of 640,000 active; HEK-TIYL cells, TEAD-Gal4/YAP UAS-luciferase luminescence; inhibition, % at 9.12 µM; in the data active means inhibition above about 32%;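 further: 0% = median of test compound wells and 100% = reference inhibitor wells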
FBW7 act: human FBW7 E3 ligase activation, primary screen; 0.13% of 650,000 active; AID 1259310; normalized activity (activation), % at 26.1 µM; AlphaScreen FBW7–phospho-cyclin E peptide binding, activator screen; Q969H0; in the data active means normalized activity above about 1.9%;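 further: purified mutant Fbw7 with reduced substrate affinity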
Target sequence (Q969H0 whole entry, looked up): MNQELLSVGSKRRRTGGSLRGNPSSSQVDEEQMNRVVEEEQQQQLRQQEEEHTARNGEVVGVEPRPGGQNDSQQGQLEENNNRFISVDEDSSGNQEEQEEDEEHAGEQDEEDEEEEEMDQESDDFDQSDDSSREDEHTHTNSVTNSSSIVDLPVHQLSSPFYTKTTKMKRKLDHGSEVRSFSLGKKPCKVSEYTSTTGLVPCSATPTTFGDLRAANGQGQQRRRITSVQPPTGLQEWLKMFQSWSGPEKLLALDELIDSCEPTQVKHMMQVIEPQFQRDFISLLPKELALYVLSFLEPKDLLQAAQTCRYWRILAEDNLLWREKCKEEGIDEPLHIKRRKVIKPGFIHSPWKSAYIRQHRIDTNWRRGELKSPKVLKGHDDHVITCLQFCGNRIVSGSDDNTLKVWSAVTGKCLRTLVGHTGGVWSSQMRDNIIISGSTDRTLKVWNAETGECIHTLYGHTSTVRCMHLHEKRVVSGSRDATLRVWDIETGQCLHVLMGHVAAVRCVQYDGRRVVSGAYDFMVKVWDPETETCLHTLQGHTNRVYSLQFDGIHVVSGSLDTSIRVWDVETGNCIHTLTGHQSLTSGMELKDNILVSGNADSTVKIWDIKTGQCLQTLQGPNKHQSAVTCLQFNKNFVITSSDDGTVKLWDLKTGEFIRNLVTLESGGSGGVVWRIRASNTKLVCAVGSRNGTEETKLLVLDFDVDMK
* hit, by the source's call.

SMILES	GPR151 activ	MITF inh	TEAD-YAP block	FBW7 act
O=C(NC(C(=O)OCN1C(=O)c2ccccc2C1=O)c1ccccc1)c1ccccc1 (stereo not drawn)	-2.0	-2	-4	0.4
COc1cc(Nc2cc(NC3CC3)ncn2)cc(OC)c1OC	-1.2	9	-8	0.3
CCn1c(O)c(/C=N/N=C2CCCC2)c2ccc(C3=NNC(=O)CC3)cc21	0.9	-20	4	0.0
COc1ccc2c(c1OC)C(=O)OC2C/C(=N\NC(N)=O)c1ccccc1 (stereo not drawn)	-1.0	1	-8	-0.1
COC(=O)c1ccc(Cn2cc(Br)cn2)cc1	0.2	7	-30	-0.1
Cc1ccc(S(=O)(=O)NCCC2=CCCCC2)cc1	-0.2	3	-3	-0.1
COCCCn1c(SCC(=O)Nc2ccc(NC(C)=O)cc2)nnc1-c1ccncc1	0.3	2	13	0.0
COc1cc(OC)cc(C(=O)Nc2cccc(C(C)=O)c2)c1	-4.3	-4	-15	-0.1
CC(NS(=O)(=O)c1ccc(Cl)cc1)C(=O)NCc1ccco1 (stereo not drawn)	0.7	11	4	0.3
CCc1ccc(NC(=O)c2ccc(F)c(S(=O)(=O)N3CCN(c4cccc(Cl)c4)CC3)c2)cc1	-1.0	-1	-3	-0.2
O=C(NCCCn1ccnc1)c1cccc(Br)c1	0.0	13	-5	0.2
CN1C(=O)C(C)(C)COc2ccc(NC(=O)NC(C)(C)C)cc21	0.1	5	-14	0.0

The last four compounds of the section above are carried over, then new ones follow:
SMILES	GPR151 activ	MITF inh	TEAD-YAP block	FBW7 act
CC(NS(=O)(=O)c1ccc(Cl)cc1)C(=O)NCc1ccco1 (stereo not drawn)	0.7	11	4	0.3
CCc1ccc(NC(=O)c2ccc(F)c(S(=O)(=O)N3CCN(c4cccc(Cl)c4)CC3)c2)cc1	-1.0	-1	-3	-0.2
O=C(NCCCn1ccnc1)c1cccc(Br)c1	0.0	13	-5	0.2
CN1C(=O)C(C)(C)COc2ccc(NC(=O)NC(C)(C)C)cc21	0.1	5	-14	0.0
Cc1ccccc1CN1CCC(c2nc3ccccc3[nH]2)CC1	0.5	9	6	0.1
N#C/C(=C\Nc1ccccc1F)c1nc(-c2cc3ccccc3oc2=O)cs1	-0.8	0	0	0.0
COCCNc1nc2c(S(=O)(=O)c3ccccc3)nnn2c2ccccc12	-2.0	19	-17	0.1
CC(C(=O)O)N1C(=O)/C(=C/c2ccc3c(c2)OCO3)SC1=S (stereo not drawn)	-0.8	1	-7	-0.1
O=C(CCl)N(c1ccccn1)c1ccccn1	2.9	25	8	-0.1
CCOC(=O)c1[nH]c(C)c(C(=O)NCc2ccco2)c1C	0.1	0	-4	-0.3
CC(C(=O)N1CCC2(CC1)NC(=O)c1ccccc1O2)n1ncc2ccccc2c1=O (stereo not drawn)	0.6	13	6	0.0
O=C(CCN1CCOCC1)NC12CC3CC(CC(C3)C1)C2	2.6	-2	-3	0.1
CCCCN(Cc1ccccc1)C(=O)CC1(c2ccc(OC)cc2)CC(=O)N(C2CC2)C1=O (stereo not drawn)	-1.1	13	-23	0.8
O=C(CBr)c1cc(-c2ccc(Cl)cc2)no1	-0.8	10	11	0.1
Cc1ccc(C(=O)OCc2c(COC(=O)c3ccc(C)cc3)[n+](=O)c3ccccc3n2[O-])cc1	0.1	6	-5	0.0
O=C(Cn1cnc2c(nnn2Cc2ccc(Cl)cc2)c1=O)NC1CCCC1	0.0	-6	5	-0.1
CCOc1ccc(N2C(=O)CC(N3CCN(C45CC6CC(CC(C6)C4)C5)CC3)C2=O)cc1 (stereo not drawn)	0.3	12	5	0.2
O=C(Cc1ccc([N+](=O)[O-])cc1)NNC(=O)c1ccccc1F	-2.6	12	10	0.2
Cc1ccc(NS(=O)(=O)c2ccc(OCC(N)=O)cc2)cc1	-0.8	-9	-11	0.3
COCCCNC(=O)CSc1nc2cc(C(=O)NCCOC)ccc2c(=O)n1Cc1ccc2c(c1)OCO2	0.9	-2	4	-0.2
CCOC(=O)N1CCC(NC(=O)c2cc(=O)c(OCc3ccccc3)c[nH]2)CC1	-0.5	14	-4	-0.1
Cc1ccc(-c2noc(-c3cc(-c4ccccc4)n[nH]3)n2)cc1	-0.7	4	-7	0.2
CCOC(=O)C1=C(C)N(c2ccc(Br)cc2)C(=O)/C1=C\c1ccc([N+](=O)[O-])cc1	0.1	2	2	-0.3
O=C(NCc1cccs1)C1CCN(S(=O)(=O)c2cccc3cccnc23)CC1	-0.5	7	5	0.3
CC(C)N(Cc1nc(-c2ccc(Cl)cc2)no1)C(=O)Cc1ccc([N+](=O)[O-])cc1	-0.2	-6	-3	0.1
CCC(CO)NS(=O)(=O)c1cc(-c2nnc3c4ccccc4c(C)nn23)ccc1OC (stereo not drawn)	-1.0	14	-10	-0.1
CCc1cccc(CC)c1NC(=O)c1cc(S(=O)(=O)N2CCN(c3ccc(OC)cc3)CC2)ccc1F	-2.4	-4	1	-0.2
CCN(C(=O)CCNC(=O)Cn1cnc2ccccc2c1=O)c1cc(OC)ccc1OC	4.2	7	14	-0.1
CC(=O)Nc1ccc(O)c2ccccc12	0.3	-3	4	0.0
COC(=O)C1=C(C)N=c2s/c(=C\c3ccccc3OC(C)=O)c(=O)n2C1c1ccccc1 (stereo not drawn)	0.8	11	13	0.0
COc1cccc(C2=CC(c3ccccc3C)n3nnnc3N2)c1 (stereo not drawn)	-1.1	-6	44*	-0.1
Cc1cc(F)ccc1NC(=O)CCn1cccc1	0.5	-2	-7	0.0
O=C(N/N=C/c1ccc(O)c(Br)c1)c1cccc(Br)c1	1.5	-22	-7	-0.1
CCC(=O)N1c2cc(C)c(C)cc2-c2c(ssc2=S)C1(C)C	0.8	-6	1	-0.4
CN(Cc1ccccc1)C(=O)Cn1ncc2c1-c1ccccc1OC2	-1.5	4	8	0.1
O=C(Nc1cc(Cl)ccc1N1CCOCC1)c1ncoc1-c1cccs1	0.0	-4	0	-0.2
CC(=O)COc1ccc2c(C)cc(=O)oc2c1	0.3	28	1	0.0
Cc1cccc(Cn2c(Br)nc3c2c(=O)n(C)c(=O)n3C)c1	0.4	-14	21	0.1
O=C1C2CCCN2C(=S)N1c1ccccc1 (stereo not drawn)	-0.1	18	8	0.0
Cc1ccccc1-n1c(SCC(=O)NC(C)(C)C)nnc1-c1ccncc1	2.3	-5	-2	0.0

For reference, some entries already given.
SMILES	GPR151 activ	MITF inh	TEAD-YAP block	FBW7 act
CCc1cccc(CC)c1NC(=O)c1cc(S(=O)(=O)N2CCN(c3ccc(OC)cc3)CC2)ccc1F	-2.4	-4	1	-0.2
CCN(C(=O)CCNC(=O)Cn1cnc2ccccc2c1=O)c1cc(OC)ccc1OC	4.2	7	14	-0.1

3 compounds from above, reduced to TEAD-YAP block.
smiles	TEAD-YAP block
CC(=O)COc1ccc2c(C)cc(=O)oc2c1	1
COC(=O)C1=C(C)N=c2s/c(=C\c3ccccc3OC(C)=O)c(=O)n2C1c1ccccc1 (stereo not drawn)	13
Cc1cccc(Cn2c(Br)nc3c2c(=O)n(C)c(=O)n3C)c1	21

(listing goes on)
SMILES	GPR151 activ	MITF inh	TEAD-YAP block	FBW7 act
CCCC(=O)N(c1ccc(C(C)C)cc1)C1C=CS(=O)(=O)C1 (stereo not drawn)	0.8	-1	19	0.3
CS(=O)(=O)N(CC(=O)NC1CCCCC1)c1ccc(OCc2ccccc2)cc1	-1.2	8	4	0.1
CS(=O)(=O)N(CC(=O)N=Nc1c(O)[nH]c2ccccc12)c1ccccc1F	0.6	17	-1	0.1
Cc1cc(=O)c(C(=O)NC2CCCCCC2)nn1-c1ccccc1[N+](=O)[O-]	0.2	-1	-3	-0.1
COc1ccc(-c2nc3cnccn3c2NC2CCCC2)cc1O	0.7	-14	-21	0.0
Cc1ccc(COc2ccc(/C=N/N=C3\NC(=O)C(CC(=O)O)S3)cc2)cc1 (stereo not drawn)	-0.4	53*	-15	-0.1
COc1ccc(C(=O)/C=C(\C)NCc2ccccc2)cc1	2.4	20	-11	0.3
CCCOc1ccc(/C(O)=C2/C(=O)C(=O)N(CCCN(C)C)C2c2ccc(C)cc2)cc1C (stereo not drawn)	1.0	-2	3	-0.1
CC(C)[C@H](NC(=O)c1ccccc1)C(=O)OCC(=O)Nc1ccc([N+](=O)[O-])cc1C#N	1.2	-5	8	0.1
O=C([C@H](O)COc1ccc(Br)cc1)N1CCC(Nc2ccc3[nH]ncc3c2)C1 (stereo partly drawn)	0.8	16	5	-0.3
O=C(Nc1cccc2ccccc12)C1CCCCN1S(=O)(=O)c1cccs1 (stereo not drawn)	0.0	7	10	0.0
Cc1ccc(F)cc1NC(=O)COC(=O)c1nc2nccc(C)n2n1	-0.6	10	11	0.0

Arranged by number of heavy atoms (rising): 3 of the compounds above
SMILES	GPR151 activ	MITF inh	TEAD-YAP block	FBW7 act
O=C1C2CCCN2C(=S)N1c1ccccc1 (stereo not drawn)	-0.1	18	8	0.0
COc1cccc(C2=CC(c3ccccc3C)n3nnnc3N2)c1 (stereo not drawn)	-1.1	-6	44*	-0.1
Cc1ccc(F)cc1NC(=O)COC(=O)c1nc2nccc(C)n2n1	-0.6	10	11	0.0

The list continues:
SMILES	GPR151 activ	MITF inh	TEAD-YAP block	FBW7 act
COc1ccc(C(=O)Nc2sc3c(c2C(=O)O)CC(C)(C)OC3)cc1OC	0.1	-18	40*	-0.1
COc1ccc(Cl)cc1CSc1nnc(C)n1N	-1.1	-9	-1	0.0
CCN1/C(=C/c2ccc3ccccc3[n+]2CC)Sc2c1ccc1ccccc21	1.4	43	87*	-0.3
COC(=O)COc1ccc(/C=C2/C(=O)N(C)C(=S)N2CC(=O)OC)cc1OC	2.2	9	8	0.0
O=S1(=O)CCC(N=Cc2ccccc2O)C1 (stereo not drawn)	-0.5	-8	-8	0.1
COC(=O)c1ccc(NC(=O)CSc2nc(C)nc3sc4c(c23)CCC4)cc1	-0.8	6	5	0.1
COc1cccc(NC(=O)Nc2c(C)n(C)n(-c3ccccc3)c2=O)c1	-0.7	10	12	0.0
C/C(=N/NC(=O)C(F)(F)F)c1cccs1	3.0	0	-6	-0.3
COc1ccc(-c2nnc(C3CCN(S(C)(=O)=O)CC3)o2)cc1	0.1	11	4	0.0
COc1ccc(N2C(=O)c3ccccc3NC2c2ccc(OC)c(COc3ccccn3)c2)cc1 (stereo not drawn)	0.2	1	-51	0.0
O=C(Nc1cccc2c1C(=O)NC2=O)c1cc2cc([N+](=O)[O-])ccc2s1	0.0	0	-8	0.0
CCOC(=O)N1CCC(n2c(SCc3ccccc3Cl)nc3ccsc3c2=O)CC1	0.1	6	6	0.2
Cc1nc(-c2ccccc2)sc1C(=O)NCc1ccccc1	-1.3	-7	-36	0.0
COc1ccc(C2=N/C(=C\c3ccccc3OC)C(=O)O2)c(Br)c1	-0.8	7	9	0.0
CC(=O)NCc1ccc2[nH]c(C)cc2c1	1.1	4	1	-0.2
Cc1ccc(S(=O)(=O)Oc2ccccc2/C=C2\SC(=O)NC2=O)cc1	-0.5	-1	4	-0.1
CCCOc1ccc(C(=O)Nc2ccc(C(=O)Nc3cccc4ccccc34)cc2)cc1	0.7	-12	4	0.1
CCOC(=O)CC(NC(=O)c1cc2cccc(OC)c2oc1=O)c1ccc(C)cc1 (stereo not drawn)	0.7	12	-1	0.3
CC(C)(C)c1ccc(OCC(=O)Nc2nccs2)cc1	-0.2	-1	74*	0.2
COc1ccc(S(=O)(=O)Nc2cc(Cl)c(O)c(Cl)c2)cc1	-1.2	-11	6	-0.1
CN(C)C1N(C(=O)c2ccccc2)N=C2c3ccccc3S(=O)(=O)N21 (stereo not drawn)	-0.2	4	-3	-0.1
CCOC(=O)CNC(=O)Cn1nnc2c(cnn2-c2ccc(F)cc2)c1=O	0.1	10	3	0.1
O=C(Nc1cccc(Br)c1)NC1CC(=O)N(c2cccc(F)c2)C1 (stereo not drawn)	0.7	7	0	0.2
CCOC(=O)c1c(-c2ccccc2)oc2ccc(NS(=O)(=O)c3ccc(Br)cc3)cc12	2.0	5	1	0.2
COc1ccccc1N1CCN(c2cc(Cl)ccc2[N+](=O)[O-])CC1	-0.5	3	2	-0.4
CN(C)S(=O)(=O)c1ccc(Cl)c(C(=O)Nc2cccc(C(=O)O)c2)c1	0.1	5	11	-0.1
CCOC(=O)c1c(NC(=O)CSc2nnc(CNC(=O)c3ccccc3F)n2-c2ccc(F)cc2)sc2c1CCCC2	0.7	-8	-7	-0.1
COc1cccc(/C=N/c2sc3c(c2C#N)CCC3)c1OC	-0.1	1	4	-0.1
CCCCOc1ccc(C(=O)Nc2cc(-c3nc4ccccc4s3)ccc2C)cc1	0.2	1	1	-0.1
Cc1cc(C)nc(Sc2ccc(NC(=O)NC(=O)C(C)(C)C)cc2)n1	-1.7	14	7	0.1
COc1ccc(-c2nc3c(c(SCC(N)=O)n2)Cc2c(CO)cnc(C)c2O3)cc1	-0.1	-1	-3	0.0
O=C(Nc1ccc(Oc2cccnc2)cc1)C1CCN(Cc2cc(Cl)ccc2O)CC1	-1.1	17	44*	0.0
Cc1ccc(C(c2ccc(C)o2)c2cccc([N+](=O)[O-])c2O)o1	1.8	21	4	-0.2
O=C(Nc1sc2c(c1C(=O)O)CCCCC2)c1ccccc1	-8.9	14	46*	0.1
O=C(c1cc2ccccc2o1)N1CCc2c([nH]c3ccccc23)C1c1ccccc1 (stereo not drawn)	0.2	1	0	0.1
CCCC(=O)C1=C(c2ccc(C)cc2)N(C(=O)CCC)n2cnnc2S1	3.1	-11	7	-0.2
COc1ccccc1NC(=O)C(C)Sc1nnc(N)s1 (stereo not drawn)	-0.4	-6	-2	0.0
CN1CCN(CCCN2C(=O)C3C(C(=O)Nc4cc(Cl)cc(Cl)c4)C4C=CC3(O4)C2C(=O)NC2CCCCC2)CC1 (stereo not drawn)	-0.8	1	0	0.0
